Source: PubChem (several laboratories)
AI-2 QS mod: modulators of Vibrio harveyi AI-2 quorum sensing system. Vibrio harveyi JMH597 AI-2 luminescence/OD600 ratio, 9 h; active compounds read low; strain lacks LuxN and CqsS sensors; 0 = neutral-control median. activity change, % at 7.5 µM. hit rate 0.4% among 300,000. AID 2094; in the data active = activity change below about -75%, passing the limit was not always enough;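 note: luminescence divided by OD600 gain over 9 h not by final OD600 alone; inactives centre near 13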
PolyA inhibitor: yeast polyadenylation inhibition | S. cerevisiae SKY197-pL101 polyadenylation reporter, beta-gal luminescence; efflux-impaired pdr1/pdr3 knockout yeast; score 100 = 6 SD above DMSO | calls only at 12 µM | hit rate 0.02% among 300,000 | AID 1875;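 active = lowest replicate activity score at least 50, where 100 means six control SD above control mean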;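 note: yeast exposed to compound for 9 h at 30 °C; higher score means more reporter readthrough which indicates perturbed polyadenylation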
IEC-6 tox: counter-screen for KLF5 inhibitors: cytotoxicity in IEC-6 cells | inhibition, % at 5 µM | hit rate 0.78% among 290,000 | IEC-6 cytotoxicity, luminescence viability; in the data active = inhibition above about 22%;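 note: 0% = plate median of test compound wells and 100% = cytotoxic reference compound wells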
HSF-1 act: increases HSF-1 driven luciferase reporter signal; NIH3T3-HGL HSF-1 luciferase reporter, MG132, 8 h; 100% = twice DMSO control signal; activation, % at 9 µM; hit rate 1.7% among 300,000; AID 504408;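 active = mean replicate activation of at least 50% with a set share of replicates each reaching 50%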;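 note: 0% = median of the neutral control wells and 100% = twice that signal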
KLF5 inhibitor: inhibitors of KLF5 expression. DLD-1 KLF5 promoter-luciferase reporter, luminescence. inhibition, % at 5 µM. hit rate 0.23% among 290,000. AID 1700;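 active = inhibition above a per-plate limit of that plate's mean compound inhibition plus 3 SD, cut at about 60% in these data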;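 note: 0% = DMSO wells and 100% = LY294002 at 200 µM; higher means less KLF5 promoter-driven luciferase light; inactives centre near -14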
GSK3A inh: inhibitors of human GSK-3 alpha kinase | P49840 | ADP-Glo luminescence, 60 min | inhibition, % at 10 µM | hit rate 0.1% among 320,000;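 in the data active = inhibition above about 50%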;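 note: GST-tagged GSK-3 alpha with peptide substrate and 25 µM ATP; 0% = DMSO neutral wells and 100% = GW8510 positive control wells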
Target sequence (P49840 whole entry, looked up): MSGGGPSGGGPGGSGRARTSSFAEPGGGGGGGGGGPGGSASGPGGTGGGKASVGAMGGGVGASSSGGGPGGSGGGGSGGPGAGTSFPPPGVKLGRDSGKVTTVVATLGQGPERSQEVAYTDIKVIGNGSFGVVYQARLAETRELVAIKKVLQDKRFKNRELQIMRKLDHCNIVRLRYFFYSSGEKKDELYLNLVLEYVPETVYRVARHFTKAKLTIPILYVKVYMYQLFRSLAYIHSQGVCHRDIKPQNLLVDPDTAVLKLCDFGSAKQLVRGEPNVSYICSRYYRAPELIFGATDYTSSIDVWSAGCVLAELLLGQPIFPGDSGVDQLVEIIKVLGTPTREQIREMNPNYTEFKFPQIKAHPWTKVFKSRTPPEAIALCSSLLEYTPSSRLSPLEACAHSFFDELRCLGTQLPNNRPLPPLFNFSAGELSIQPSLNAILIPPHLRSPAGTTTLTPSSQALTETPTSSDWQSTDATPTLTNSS
GSK3beta inhib: human GSK3beta kinase inhibition; AID 2097; P49841; GST-GSK3beta kinase, ADP-Glo luminescence, 60 min; active compounds read low; activity score (negative = inhibition), % at 10 µM; hit rate 0.038% among 300,000;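 active = more than half of replicate wells score below -50%, meaning over 50% inhibition versus plate controls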;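 note: 0% = median DMSO wells and -100% = median GW8510 positive control wells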
Target sequence (P49841 whole entry, looked up): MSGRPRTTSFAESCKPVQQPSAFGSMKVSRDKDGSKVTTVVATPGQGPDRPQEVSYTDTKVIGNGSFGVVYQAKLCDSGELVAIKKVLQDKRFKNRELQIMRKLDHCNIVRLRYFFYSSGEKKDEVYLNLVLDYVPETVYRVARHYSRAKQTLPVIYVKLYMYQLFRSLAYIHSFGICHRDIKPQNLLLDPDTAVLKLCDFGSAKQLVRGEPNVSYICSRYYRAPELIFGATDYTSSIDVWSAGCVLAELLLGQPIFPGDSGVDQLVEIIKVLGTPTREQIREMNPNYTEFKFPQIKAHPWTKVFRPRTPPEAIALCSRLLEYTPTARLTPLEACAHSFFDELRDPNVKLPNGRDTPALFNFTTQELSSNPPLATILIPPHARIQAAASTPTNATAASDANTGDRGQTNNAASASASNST
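Assay system: GST-tagged human GSK3beta kinase, cell-free; Input: 1.6 ng GSK3beta; Medium: Tris/MgCl2 kinase buffer; Timing: 60 min enzyme reaction, room temperature; Signal: ADP-Glo luminescence quantifying ADP generated by kinase; Evaluation: score relative to plate controls; Benchmarks: DMSO neutral wells and GW8510 at 20 µM as positive.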
HSF1 inh: HSF1 inhibition | NIH3T3-HGL HSE-luciferase, MG132-induced, luminescence 8 h; active compounds read low | activity change, negative = inhibition, % at 7.5 µM (by protocol) | hit rate 0.77% among 300,000 | AID 2098;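 active = more than half of replicate wells show activity change below -50%, luminescence cut by over half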;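 note: luciferase reports HSF-1 transcriptional activity via heat shock element; 0% = median of DMSO wells and -100% = zero luminescence signal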
HSP90 inh: inhibitors of HSP90 luciferase refolding in rabbit reticulocyte lysate; luciferase refolding luminescence, 3 h; inhibition, % at 5.6 µM; hit rate 0.91% among 290,000; AID 1789;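 active = inhibition above the screen-wide mean plus 3 SD, computed separately per campaign, cut at about 16% in these data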;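 note: 0% = DMSO wells and 100% = 60 µM geldanamycin wells; inhibitors lower the luminescence because luciferase stays unfolded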
aSyn 5UTR inh: 5' untranslated region of α-synuclein, MLPCN primary screen; alpha-synuclein 5'UTR reporter, inhibitor activity; inhibition, % (tested at 7.5 µM); hit rate 0.82% among 300,000; AID 1813; in the data active = inhibition above about 60%;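 note: H4 neuroglioblastoma cells stably carrying SNCA 5'UTR luciferase fusion; 0% = DMSO wells and 100% = positive control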
The depositor's hits bear a star; i = inactive; x = not tested or not shown. Not all compounds are listed; rates above refer to the full screens.

1. O=C(CN1CCN(c2ccc(F)cc2)CC1)Nc1cccc(C(F)(F)F)c1
2. O=C(NC1=NCCS1)c1ccc(Cl)c(S(=O)(=O)N2CCCCC2)c1
3. O=C(CC(c1ccccc1)c1ccccc1)NCc1cccnc1
4. O=C(CN(c1cccc([N+](=O)[O-])c1)S(=O)(=O)c1ccccc1)NCc1cccnc1
5. O=C1CC(NS(=O)(=O)c2cccnc2)CN1c1ccc(F)cc1 (stereo unspecified)
6. COc1ccccc1CNC(=O)C(Cc1c[nH]c2ccccc12)NC(=O)OCc1ccccc1 (stereo unspecified)
7. O=C(Nc1nnc(COc2ccc(Cl)cc2)s1)c1ccco1
8. O=C(COc1ccccc1)NCCc1cn2ccsc2n1
screen / no.,1,2,3,4,5,6,7,8
HSF-1 act,19,4,-2,-2,-12,2,5,-8
AI-2 QS mod,12,31,65,19,5,18,22,10
HSF1 inh,-8,1,-7,-6,1,8,-2,-8
GSK3beta inhib,-3,-1,0,4,-1,-4,3,-1
PolyA inhibitor,i,i,i,i,i,i,i,i
IEC-6 tox,2,2,4,0,x,3,-5,-7
KLF5 inhibitor,-29,-51,2,-17,x,1,-10,-12
aSyn 5UTR inh,-14,-5,-4,-17,2,-15,-1,-8
HSP90 inh,-2,5,-5,-1,x,-4,-1,-4
GSK3A inh,-3,0,-2,-3,0,-3,-2,1

9. Cc1ccnc(NS(=O)(=O)c2ccc(Oc3ccccc3)cc2)c1
10. CN(C)C(CNC(=O)CNC(=O)Cc1cccc2ccccc12)c1ccccc1 (stereo unspecified)
11. Cc1cc(N/N=C2/CCCc3ccccc32)nc2ccccc12
12. CC(=NCCc1ccccc1)C1=C(O)COC1=O
13. O=C(Nc1cccc(Br)c1)c1cc2ccccc2o1
14. O=C(Nc1cccc(C(F)(F)F)c1)c1cccnc1N1CCN(CCO)CC1
15. CS(=O)(=O)Nc1ccc(C2=NN(C(=O)C3CCCCC3)C(c3cccs3)C2)cc1 (stereo unspecified)
16. COc1ccc(NC(=O)COC(=O)/C=C/c2cnc3ccccc3n2)cc1
screen / no.,9,10,11,12,13,14,15,16
HSF-1 act,3,5,37,12,86*,38,6,24
AI-2 QS mod,7,34,40,16,-48,17,18,7
HSF1 inh,3,5,9,-1,56,5,3,3
GSK3beta inhib,1,1,-1,3,-1,-3,3,2
PolyA inhibitor,i,i,i,i,i,i,i,i
IEC-6 tox,-4,11,5,6,5,0,-4,-1
KLF5 inhibitor,-39,-8,0,14,-55,-18,-7,-22
aSyn 5UTR inh,8,4,-172,-8,-184,-32,13,-25
HSP90 inh,-2,-4,1,0,2,5,4,-1
GSK3A inh,-2,-5,0,-4,2,2,-1,x

17. O=C(NCC1CCCN(Cc2cccc(C(F)(F)F)c2)C1)c1ccc(F)cc1 (stereo unspecified)
18. Cn1c(NCCCN2CCOCC2)nc2c1c(=O)n(Cc1ccc(Cl)cc1)c(=O)n2C
19. Cn1cc(/C=N\NC(=O)C2COc3ccccc3O2)c2ccccc21 (stereo unspecified)
20. COc1c(C(=O)NCCSC(C)(C)C)ccc2ccccc12
21. COCC(=O)OCC(=O)Nc1ccccc1-c1ccccc1
22. COc1cc(NC(=S)NC(=O)c2ccccc2F)ccc1NC(=O)c1ccco1
23. COc1ccc(OC)c(C(=O)NC2CCSc3ccccc32)c1 (stereo unspecified)
24. CCOc1ccc(S(=O)(=O)N(C)c2ccc(OCC(=O)NCc3cccnc3)cc2)cc1
screen / no.,17,18,19,20,21,22,23,24
HSF-1 act,-20,8,-6,17,2,31,18,6
AI-2 QS mod,19,13,20,13,12,-1,22,12
HSF1 inh,-4,1,-4,8,3,-7,10,-7
GSK3beta inhib,1,-1,-3,-1,-5,0,0,-1
PolyA inhibitor,i,i,i,i,i,i,i,i
IEC-6 tox,-3,6,-2,-10,8,7,-2,-7
KLF5 inhibitor,1,7,13,-12,-11,-7,-12,-12
aSyn 5UTR inh,9,15,24,-62,14,-32,19,-6
HSP90 inh,2,0,0,2,0,-4,-3,1
GSK3A inh,-7,-1,-1,-3,-1,-1,-3,-1

25. O=C(COC(=O)c1ccc([N+](=O)[O-])o1)Nc1cccc2ccccc12
26. COc1c(S(=O)(=O)N2CCN(c3ccc(F)cc3)CC2)ccc(Cl)c1Cl
27. Cc1c(CNC(=O)C2CCC(=O)N(CCc3ccccc3)C2)cnn1C (stereo unspecified)
28. Cc1ccc(S(=O)(=O)c2nnn3c2nc(N2CCCCC2)c2ccccc23)cc1
29. COc1ccccc1OCc1ccc(C(=O)Nc2ccncc2)o1
30. CC(=O)c1cccc(Nc2nc(-c3ccccc3)nc3ccccc23)c1
31. S=c1[nH]nc(CSCc2ccc(Cl)cc2Cl)n1-c1ccccc1
32. COc1ccccc1NS(=O)(=O)c1ccc(C(=O)N2CCN(c3ccccc3O)CC2)cc1
screen / no.,25,26,27,28,29,30,31,32
HSF-1 act,9,-1,-9,-2,14,-22,9,14
AI-2 QS mod,-18,4,9,-3,24,17,2,3
HSF1 inh,2,-8,-13,-2,4,-5,4,0
GSK3beta inhib,2,-2,-21,1,-5,-1,3,-6
PolyA inhibitor,i,i,i,i,i,i,i,i
IEC-6 tox,-7,0,8,-12,2,0,-11,x
KLF5 inhibitor,10,-50,-27,-19,-18,0,15,x
aSyn 5UTR inh,7,-1,6,16,4,6,26,-6
HSP90 inh,0,0,4,-3,-3,1,-1,x
GSK3A inh,-1,-2,-2,0,6,0,3,0

33. CCOC(=O)N1CCN(Cc2ccc3c(c2)OCO3)CC1
34. COc1cc(/C=C/C(=O)OCC(=O)N2CCCc3ccccc32)ccc1OC(F)F
35. COc1ccc(-n2ncc(N(C)n3cccc3)c(Cl)c2=O)cc1
36. O=C(CCCCCN1C(=O)c2ccccc2C1=O)NCc1ccccn1
37. CC(=O)c1ccccc1C(=O)N(C)C1CCCN(Cc2ccccc2F)C1 (stereo unspecified)
38. CCc1ccc(NC(=O)C2CCN(S(=O)(=O)c3ccc4[nH]c(=O)ccc4c3)CC2)cc1
39. COc1ccc(S(=O)(=O)Nc2cc3c4c(c2)C(C)C(=O)N4CCC3)cc1OC (stereo unspecified)
40. CCN(C(=O)COC(=O)c1nn(-c2ccccc2)c(=O)c2ccccc12)C1CCS(=O)(=O)C1 (stereo unspecified)
screen / no.,33,34,35,36,37,38,39,40
HSF-1 act,-4,-2,x,2,14,-9,5,-5
AI-2 QS mod,8,12,1,-11,2,10,15,23
HSF1 inh,0,-2,x,-6,0,0,-1,-4
GSK3beta inhib,6,6,2,2,2,2,3,3
PolyA inhibitor,i,i,i,i,i,i,i,i
IEC-6 tox,-6,x,-2,-6,5,-5,x,-1
KLF5 inhibitor,-15,x,-158,-4,-4,6,x,1
aSyn 5UTR inh,-18,28,x,8,-15,-14,-6,2
HSP90 inh,0,x,5,-1,-5,-4,x,1
GSK3A inh,-2,0,-4,3,-2,-2,2,-4

41. Cc1cc(C(=O)NCc2cccs2)cs1
42. CCn1c(SCC(N)=O)nnc1-c1cc2c(C)nn(-c3ccccc3)c2s1
43. COc1ccccc1NC(=O)c1ccc2nsnc2c1
44. CCn1c(COc2ccc(C(C)C)cc2)nnc1SCC(=O)Nc1nccs1
45. CN(CCCC(=O)Nc1ccc(OC(F)F)cc1)S(=O)(=O)c1ccc(F)cc1
46. O=C(c1cc(COc2ccc3ncccc3c2)on1)N1CCCC(O)C1 (stereo unspecified)
47. COc1ccc(Cc2noc(-c3ccc(OC)c(OC)c3)n2)cc1OC
48. O=C(CSc1cccc[n+]1[O-])Nc1cccc(S(=O)(=O)NC2=NCCCCC2)c1
49. COc1cc(C(=O)NC(c2ccccc2)c2ccccc2)cc(OC)c1OC
50. CCOc1ccc(Oc2ccc(S(=O)(=O)N3CCOCC3)cc2NC(=O)C2=COCCO2)cc1
51. Cc1cccc(C)c1NC(=O)CN(C)C(=O)c1cccc(S(=O)(=O)N2CCN(c3ccc(F)cc3)CC2)c1
screen / no.,41,42,43,44,45,46,47,48,49,50,51
HSF-1 act,12,-5,37,4,-16,-18,-21,-2,10,-7,-4
AI-2 QS mod,26,47,24,12,9,3,0,6,8,40,19
HSF1 inh,1,-9,17,2,1,-4,2,4,6,3,3
GSK3beta inhib,0,1,-1,2,2,0,2,0,1,-2,-1
PolyA inhibitor,i,i,i,i,i,i,i,i,i,i,i
IEC-6 tox,4,-3,-6,-3,7,1,0,3,-3,x,x
KLF5 inhibitor,15,-4,-61,-10,-4,-24,-45,-3,-17,x,x
aSyn 5UTR inh,-27,25,-112,26,18,-36,47,21,12,-20,1
HSP90 inh,1,-1,-3,-2,3,2,-1,-3,0,x,x
GSK3A inh,0,1,0,-2,1,1,0,0,x,-2,-2

Three of the entries above in order of their number in GSK3A inh, largest number first:
entry	mol	GSK3A inh
45	CN(CCCC(=O)Nc1ccc(OC(F)F)cc1)S(=O)(=O)c1ccc(F)cc1	1
48	O=C(CSc1cccc[n+]1[O-])Nc1cccc(S(=O)(=O)NC2=NCCCCC2)c1	0
44	CCn1c(COc2ccc(C(C)C)cc2)nnc1SCC(=O)Nc1nccs1	-2

Among those listed so far, these have a thiophene ring, fused or not:
15. CS(=O)(=O)Nc1ccc(C2=NN(C(=O)C3CCCCC3)C(c3cccs3)C2)cc1 (stereo unspecified)
41. Cc1cc(C(=O)NCc2cccs2)cs1
42. CCn1c(SCC(N)=O)nnc1-c1cc2c(C)nn(-c3ccccc3)c2s1
screen / no.,15,41,42
HSF-1 act,6,12,-5
AI-2 QS mod,18,26,47
HSF1 inh,3,1,-9
GSK3beta inhib,3,0,1
PolyA inhibitor,i,i,i
IEC-6 tox,-4,4,-3
KLF5 inhibitor,-7,15,-4
aSyn 5UTR inh,13,-27,25
HSP90 inh,4,1,-1
GSK3A inh,-1,0,1
